From PubChem BioAssay
Statin myotox sup = suppressors of simvastatin-induced myotoxicity in C2C12 myotubes | ATP luminescence, 48 h; scaled: DMSO 0, geranylgeraniol control 100 | rescue of ATP level, % at 7.49 µM | 330,000 compounds, 0.78% hits;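 active = mean ATP rescue above about 67%, or every replicate alone reaching that limit, limit read from the data, passing the limit was not always enough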;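 note: myotubes were challenged with 10 µM simvastatin during compound exposure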
esBAF inh = blocks esBAF chromatin remodeling in mouse ES cells; Bmi1-luciferase knock-in reporter, 24 h; 100% = twice the neutral-well signal; reporter increase, % at 12.5 µM; 350,000 compounds, 2% hits; in the data active = activation above about 40%;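 note: 0% = median of the plate's neutral control wells and 100% = double that signal; a rise in the Bmi1 reporter signal indicates esBAF inhibition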
LGR2 antag = Drosophila LGR2 receptor signaling inhibition; 380,000 compounds, 0.35% hits; AID 720647; inhibition, % at 9.99 µM; HEK293 LGR2, CRE-luciferase, bursicon-stimulated, 4 h;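 active = drop in luminescence signal, shown as inhibition above about 50% in the replicate tests, limit read from the data, passing the limit was not always enough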;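 note: agonist challenge used bursicon conditioned medium at about half maximal strength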
S100A4 MyoIIA = blocks human S100A4 binding to myosin IIA peptide. AID 652163. S100A4/TAMRA-MyoIIA peptide fluorescence polarization. P26447. inhibition, % at 10.7 µM. 360,000 compounds, 0.14% hits;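 active = mean inhibition of at least 70% across replicates, with every replicate also reaching that level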
Target sequence (P26447 whole entry, looked up): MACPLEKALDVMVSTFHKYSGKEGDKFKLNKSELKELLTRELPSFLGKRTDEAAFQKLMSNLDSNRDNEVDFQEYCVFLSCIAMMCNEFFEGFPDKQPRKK
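Test system: S100A4 monomer protein; Medium: HEPES pH 7.2 with CaCl2, KCl, NaCl, DTT, Triton; Probe or stimulus: TAMRA-labelled myosin IIA heavy-chain peptide probe, 5 nM; Doses: one dose per compound; Times: polarization read 5 min after assay mix addition, stable 5–60 min; Benchmarks: neutral control DMSO, positive control TFP.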
CASP6 VEID inh = blocks human caspase-6 cleavage activity; purified caspase-6, Z-VEID-R110 cleavage fluorescence; inhibition, % at 12.5 µM; 350,000 compounds, 0.53% hits;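 active = mean inhibition across replicates at least about 35%, with every replicate also reaching that limit, limit read from the data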;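 note: 0% = median of neutral control wells and 100% = no fluorescence left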
Target sequence (P55212 24-179 limits assumed): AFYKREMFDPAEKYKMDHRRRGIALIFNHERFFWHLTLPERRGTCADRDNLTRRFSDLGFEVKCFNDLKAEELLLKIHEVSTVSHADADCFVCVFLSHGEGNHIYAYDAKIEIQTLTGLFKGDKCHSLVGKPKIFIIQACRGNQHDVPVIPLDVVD
Target sequence (P55212 194-293 limits assumed): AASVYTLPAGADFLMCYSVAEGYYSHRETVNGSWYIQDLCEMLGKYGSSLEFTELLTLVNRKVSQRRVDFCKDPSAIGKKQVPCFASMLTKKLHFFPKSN
SIRT5 inh = inhibitors of human sirtuin-5 desuccinylase | Purified SirT5, succinyl-peptide AMC, trypsin-coupled fluorescence | inhibition, % at 15 µM | Q9NXA8 | 330,000 compounds, 1.1% hits; in the data active = inhibition above about 15%
Target sequence (Q9NXA8 whole entry, looked up): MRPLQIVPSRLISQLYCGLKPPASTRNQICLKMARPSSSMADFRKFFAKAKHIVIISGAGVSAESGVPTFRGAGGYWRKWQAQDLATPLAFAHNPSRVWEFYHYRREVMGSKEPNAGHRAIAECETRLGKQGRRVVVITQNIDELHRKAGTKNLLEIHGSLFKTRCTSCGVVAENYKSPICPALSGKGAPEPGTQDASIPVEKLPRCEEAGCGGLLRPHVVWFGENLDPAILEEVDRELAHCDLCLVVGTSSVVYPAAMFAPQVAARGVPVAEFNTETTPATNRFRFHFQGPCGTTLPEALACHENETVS
FN deposition inh = fibronectin deposition inhibition; inhibition, % at 12.6 µM; AH1F fibroblasts, Alexa488-fibronectin deposition fluorescence, overnight; 350,000 compounds, 0.086% hits;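 active = mean inhibition across replicates of 30% or more, regardless of how many single replicates reach that level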;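 note: positive control wells lacked labelled fibronectin entirely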
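Material: AH1F fibroblasts assembling fluorescent fibronectin matrix; amount: 10000 AH1F cells/well; medium: DMEM, 2% serum; reagent: Alexa488-fibronectin, 24 nM final in well; dosing: single compound dose, delivered by pin transfer; incubation: 1 h adhesion, overnight exposure; detection: fluorescence after three HBSS washes, excitation 485 nm, emission 525 nm; measure: fibronectin deposition inhibition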
An asterisk follows results filed as active; nt = no result given. An excerpt; rates above refer to the full screens.

SMILES	SIRT5 inh	CASP6 VEID inh	FN deposition inh	Statin myotox sup	S100A4 MyoIIA	esBAF inh	LGR2 antag
CCCC(=O)Nc1ccc2c(c1)C(=O)N(C)C[C@@H](OC)[C@@H](C)CN(C)[C@@H](C)CO2	-2	-3	nt	4	9	3	8
Cc1cccc(-c2noc(-c3ccc(F)cc3)n2)c1	nt	nt	1	7	nt	3	nt
CC(C)Cn1c(=O)c2c(nc3n2CCS3)n(C)c1=O	2	-1	15	-2	7	-3	-5
C[C@@H](NC(=O)C[C@@H]1CC[C@@H]2[C@H](COC[C@@H](O)CN2Cc2cc(F)ccc2F)O1)c1ccccc1	1	3	0	36	1	-1	-6
Cc1nnc(-c2ccc(Oc3ccc(Cl)cc3)c([N+](=O)[O-])c2)o1	4	0	10	nt	-2	nt	0
Cc1ccc(COCCN2CCN(S(=O)(=O)c3ccccc3)CCC2=O)cc1	-1	0	2	0	0	-9	-10
CCSc1nnc(-c2cc(Br)ccc2NC(C)=O)c(=O)[nH]1	6	-3	-4	3	3	7	-7
C=C(C)CCC1(C)NC(=O)N(c2ccccc2)N1 (stereo not drawn)	1	4	-1	nt	-21	nt	0
NC(=O)C1C(=O)c2ccccc2C1(C[N+](=O)[O-])c1ccccc1 (stereo not drawn)	2	69*	-6	0	4	-9	nt
Cc1ccccc1-n1nc2c(c1NC(=O)C1CC1)CS(=O)(=O)C2	nt	-1	0	-2	0	-3	-4
CCCCOc1ccc(C(=O)N/C(=C/c2cccc([N+](=O)[O-])c2)C(=O)O)cc1	0	20	-2	nt	25	nt	13
CC(CN1CCN(Cc2ccccc2)CC1)OC(=O)c1ccco1 (stereo not drawn)	-5	1	-3	5	-7	-3	-1
CC(C)OP(=O)(OC(C)C)C(Nc1ccc(C(=O)O)cc1)c1ccccc1 (stereo not drawn)	-8	-2	-1	2	12	0	14
Cn1c(CCN2CCOCC2)nc2cc(NC(=O)c3cccs3)ccc21	2	-1	nt	nt	-1	nt	31
C[C@H]1CN([C@@H](C)CO)C(=O)c2cccc(NS(=O)(=O)c3cn(C)cn3)c2O[C@@H]1CN(C)Cc1ccccc1	-2	-2	nt	19	2	-3	2

(next part)
SMILES	SIRT5 inh	CASP6 VEID inh	FN deposition inh	Statin myotox sup	S100A4 MyoIIA	esBAF inh	LGR2 antag
C[C@H](CO)N1C[C@H](C)[C@H](CN(C)Cc2cncnc2)Oc2ncc(-c3cccc(F)c3)cc2C1=O	1	-4	-2	nt	-2	-5	7
CCOC(=O)c1ccc(NC(=O)c2c(NCc3ccccc3)[nH]c(=O)[nH]c2=O)cc1	0	1	0	nt	-1	nt	-14
CCc1nc2ccc(C(=O)Nc3cccc(OC)c3)cn2c1N(CC)CCN(C)C	-3	-4	-3	-23	0	-2	-4
CN1CCN(c2ccc(CNC[C@H]3O[C@@H](n4cnc5c(=O)[nH]c(N)nc54)[C@H](O)[C@@H]3O)c(F)c2)CC1	-4	-16	-6	0	5	-5	1
Cc1noc(C)c1NC(=O)Nc1ccc2c(c1)C(=O)N([C@H](C)CO)C[C@H](C)[C@H](CN(C)C(=O)NC1CCCCC1)OCCCC[C@H](C)O2	-4	-5	nt	nt	2	2	1
O=C(CSc1nnc(-c2ccncc2)n1-c1ccc(Cl)cc1)N1CCOCC1	nt	nt	2	-10	nt	0	nt
C[C@@H]1CN([C@H](C)CO)C(=O)c2cccc(NS(=O)(=O)c3ccccc3)c2O[C@@H]1CN(C)C	0	-1	2	-2	6	-1	-13
Nc1nc(NCCOCCO)nc(NCC2CCCO2)c1[N+](=O)[O-] (stereo not drawn)	1	2	-12	nt	-3	nt	9
CCCn1nc(C(=O)Nc2ccc(S(=O)(=O)Nc3ncccn3)cc2)c2ccccc2c1=O	0	-3	0	12	-12	2	11
COc1cc(C=CC(=O)N2CCN(CC(=O)N3CCCC3)CC2)cc(OC)c1OC	nt	0	8	nt	-1	nt	-3
Cc1nnc(SCc2cccc3ccccc23)n(N)c1=O	0	2	20	nt	-1	nt	-9
Cn1c(=O)[nH]c(=O)c2c1nc(N1CCOCC1)n2CC(=O)c1ccccc1	-4	4	6	nt	-28	nt	-7
O=C(CN(c1cccc(C(F)(F)F)c1)S(=O)(=O)c1ccccc1)N1CCOCC1	nt	nt	14	16	nt	-7	nt
N#C[C@H]1[C@H](c2ccccc2)[C@H](CO)N1C(=O)c1cc(Cl)cc(Cl)c1	0	2	-10	-4	2	0	-6
Cc1ccc(S(=O)(=O)N2C[C@@H]3[C@H]4CC[C@H](C4)[C@@H]3[C@@H](C)[C@@H]2C2CCCCC2=O)cc1 (stereo partly drawn)	1	-2	-5	14	-4	-3	-11

The listing continues:
SMILES	SIRT5 inh	CASP6 VEID inh	FN deposition inh	Statin myotox sup	S100A4 MyoIIA	esBAF inh	LGR2 antag
COc1cccc(C(=O)Nc2cccc(C(C)=O)c2)c1	1	-1	-3	-7	2	52*	-32
O=C(COc1ccccc1)NC1C(=O)N2C(C(=O)O)=C(Cl)CSC12 (stereo not drawn)	nt	12	5	-16	-3	1	-12
O=C(NCC1CC1)c1ccc(-c2cn[nH]c2)c2ccoc12	nt	-3	24	-8	-1	10	-13
Cc1noc(C)c1S(=O)(=O)NCc1ccc(CN(C)C)cc1	-4	2	5	-4	-1	-1	-4
CC(OC(=O)c1ccccc1C(=O)N(C)C1CCCCC1)C(=O)NC1(C#N)CCCCC1 (stereo not drawn)	3	1	-5	-4	-12	3	-10
CCCNC(=O)COc1coc(CN2CCN(c3ccccc3OC)CC2)cc1=O	-5	-1	4	5	1	2	-19
CC(C)NC(=O)N[C@H]1CC[C@@H](CC(=O)NCCN2CCCC2)O[C@@H]1CO	4	-1	5	-4	0	2	3
COc1cccc(C(=O)Nc2ccc3c(c2)C(=O)N(C)C[C@H](OC)[C@H](C)CN[C@@H](C)CO3)c1	-1	8	3	36	-16	-2	-23
COc1cccc(C(=O)NC2=NCCS2)c1OC	nt	nt	-7	34	nt	3	-3
Cc1nc(N(C)Cc2ccccc2)c2c(C)c(C)sc2n1	0	3	-2	0	-5	-4	16
CC(C)NC(=O)Nc1ccc2c(c1)C(=O)N([C@H](C)CO)C[C@@H](C)[C@H](CN(C)Cc1ccc(C(F)(F)F)cc1)O2	15*	3	nt	-3	2	-1	11
Cc1cccc(N=N/C(=C\O)C(=O)c2cccs2)c1	0	2	-3	nt	-2	nt	-93
CC(=O)Nc1ccc2c(c1)C(=O)N(C)[C@H]1CC[C@H](CC(=O)NCCCN3CCOCC3)O[C@H]1CO2	0	2	-11	-5	-3	2	-10
O=C([C@H]1[C@H](CO)[C@H]2Cn3c(cccc3=O)[C@@H]1N2S(=O)(=O)c1ccccc1F)N1CCCCC1	0	-2	-4	37	-9	0	6
Cc1noc(C)c1S(=O)(=O)N(C)C[C@@H]1Oc2ccc(NS(C)(=O)=O)cc2CC(=O)N([C@@H](C)CO)C[C@H]1C	2	nt	nt	-9	4	-3	-17

The results go on.
SMILES	SIRT5 inh	CASP6 VEID inh	FN deposition inh	Statin myotox sup	S100A4 MyoIIA	esBAF inh	LGR2 antag
Cc1cc2nc(CN(C)Cc3c(C(=O)N(C)C)nc4ccc(Cl)cn34)[nH]c2cc1C	-1	-3	-12	1	2	-1	20
CN(C)c1ccc(/C=N/NC(=O)c2nnn(-c3nonc3N)c2COc2ccc(F)cc2)cc1	nt	-2	1	3	-2	-3	-20
CC(=O)c1cc(-c2ccccc2)n(CCC(=O)NC2CCCCCCC2)c1C	0	5	0	nt	7	nt	nt
Cc1c(C(C)C)c(=O)n(-c2ccc(S(=O)(=O)N3CCOCC3)cc2)n1C	-4	3	5	nt	-22	nt	-3
CNC(=O)NC(=O)C(C)OC(=O)CCCSc1nc2ccccc2s1 (stereo not drawn)	-1	5	6	-8	2	-68	-14
CCOc1cccc2sc(N(CCCN(C)C)C(=O)c3ccc(S(=O)(=O)N4CCc5ccccc5C4)cc3)nc12	-1	-13	nt	0	4	-4	1
CC(=O)N1CC2(CC(c3ccc(Cl)cc3Cl)=NO2)CN1c1cccc(Cl)c1 (stereo not drawn)	-1	2	5	-7	-5	11	-18
CCOC(=O)CNC(=S)N(Cc1ccccc1)Cc1ccccc1F	-1	-1	3	nt	-2	nt	28
CS(=O)(=O)N1[C@@H]2c3ccc(-c4ccc(F)cc4)c(=O)n3C[C@H]1[C@H](CO)[C@H]2C(=O)N1CCOCC1	-45	nt	nt	0	nt	-1	2
C[C@H](CO)N1C[C@H](C)[C@@H](CN(C)Cc2ccc(Oc3ccccc3)cc2)Oc2c(NC(=O)c3nc4ccccc4s3)cccc2C1=O	4	2	nt	56	-9	4	13
CC(C)(C)NC(=O)C(=O)NCc1ccncc1	10	-3	-5	nt	0	nt	7
CCC(=O)N1C[C@@H](C)[C@H](OC)CN(C)C(=O)c2ccc(NC(=O)COC)cc2OC[C@H]1C	-3	0	-13	3	-16	7	-6
C[C@H](CO)N1C[C@H](C)[C@H](CN(C)C(=O)C2CCCCC2)OCCCC[C@H](C)Oc2ccc(N(C)C)cc2C1=O	2	1	nt	28	-27	1	22
CCOC(=O)C(=O)Nc1nccs1	-1	3	13	0	3	-3	3
CC(=O)Nc1ccc(NS(=O)(=O)c2ccc(CN3C(=O)c4cccnc4C3=O)cc2)cc1	1	1	3	6	-6	-2	12

New compounds follow:
SMILES	SIRT5 inh	CASP6 VEID inh	FN deposition inh	Statin myotox sup	S100A4 MyoIIA	esBAF inh	LGR2 antag
O=C(COc1ccc2c3c(c(=O)oc2c1)CCCC3)N1C[C@H]2C[C@@H](C1)c1cccc(=O)n1C2	nt	9	nt	4	3	5	-4
O=C(C[C@H]1CC[C@@H]2[C@H](COC[C@H](O)CN2Cc2ccccc2F)O1)N1CCc2ccccc2C1	-1	-4	4	30	4	8	5
COc1ccc(-c2c(NC(=O)c3ccco3)oc3ccccc3c2=O)cc1	1	2	4	-2	3	-5	3
CC(C)NC(=O)N[C@H]1CC[C@H](CCNC(=O)C2CCOCC2)O[C@H]1CO	-2	-1	-12	-15	10	-1	-8
CN(C)S(=O)(=O)c1cc(NC(=O)CN2CCOCC2)ccc1Cl	0	-4	nt	nt	-1	nt	20
C[C@@H]1CCCCO[C@@H](CN(C)C)[C@@H](C)CN([C@@H](C)CO)C(=O)c2cc(NC(=O)Nc3cccc4ccccc34)ccc2O1	-3	0	nt	11	-41	1	4
Cc1ccc(NC(=O)c2ccc3c(c2)OCCO3)cc1S(=O)(=O)Nc1cccc(Cl)c1	6	3	2	nt	0	nt	-32
Cc1cccc(CS(=O)(=O)Cc2ccc(C(=O)NC(C)c3ccccc3)o2)c1 (stereo not drawn)	-8	6	6	15	2	-8	-2
Cc1cc(C)c2sc(N(CCN(C)C)C(=O)c3c(F)cccc3F)nc2c1	-4	3	5	-5	-5	-7	1
Cn1c(=O)c2c(ncn2CC(=O)N/N=C/C=C/c2ccco2)n(C)c1=O	1	11	9	-3	-4	-1	2
Cn1c(CNC(=O)c2ccc3c(c2)OCO3)nnc1SCC(=O)Nc1ccc(F)cc1F	1	2	5	7	3	-5	0
C[C@@H]1CN([C@@H](C)CO)C(=O)c2cc(C3=CCCCC3)cnc2O[C@H]1CN(C)Cc1ccccc1	-4	-1	nt	16	4	-1	9
